# Screens as filed in PubChem.
# FH mod: Identification of activators of human fumarate hydratase by quantitative high-throughput screening; Fumarate hydratase, mitochondrial (Homo sapiens), P07954; FH coupled MDH/diaphorase resazurin fluorescence, 15 min; Potency, µM (series often up to 79.9 µM), for the others: at the top dose activity change, negative = inhibition, actives largely listed as inhibitors; 0.22% of 54,000 active; further: potency means the concentration at half of the fitted maximal effect; on the % scale 0 is the no-effect control and ±100 the full control effect; the screen sought activators but most active calls are inhibition curves; nearly all actives have a fitted effect of over 45% in size
# p53null 39C tox: p53 null cell cytotoxicity, nonpermissive temperature; H1299 p53-null (neo) cells, 39C, ATPlite viability, 24 h; Potency, µM (series often up to 46.1 µM), for the others: top-dose activity, negative = cell killing, hits mostly cytotoxic; 0.97% of 55,000 active;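 further: potency means the concentration at half of the fitted maximal effect; 0% = DMSO only and -100% = full killing by 100 µM tamoxifen; nearly all actives have a fitted effect of over 50% in size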
#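 Luminescent ATP signal reported cell survival after H1299 lines (neo, p53 null; or p53 A138V) received up to 46 uM compound and 24 hr incubation at 39C.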
# TSG101-PTAP inh: blocks PTAP binding to human TSG101, validation; Fluorescence polarization, FITC-PTAP peptide/Tsg101, 20 min; Potency, µM (top dose mostly 115 µM), for the others: at the top dose activity change, negative = inhibition, actives largely listed as inhibitors; 44,000 tested, under 10 active; further: potency means the concentration at half of the fitted maximal effect; 0% is about no effect
# Target sequence (Q99816 whole entry, looked up): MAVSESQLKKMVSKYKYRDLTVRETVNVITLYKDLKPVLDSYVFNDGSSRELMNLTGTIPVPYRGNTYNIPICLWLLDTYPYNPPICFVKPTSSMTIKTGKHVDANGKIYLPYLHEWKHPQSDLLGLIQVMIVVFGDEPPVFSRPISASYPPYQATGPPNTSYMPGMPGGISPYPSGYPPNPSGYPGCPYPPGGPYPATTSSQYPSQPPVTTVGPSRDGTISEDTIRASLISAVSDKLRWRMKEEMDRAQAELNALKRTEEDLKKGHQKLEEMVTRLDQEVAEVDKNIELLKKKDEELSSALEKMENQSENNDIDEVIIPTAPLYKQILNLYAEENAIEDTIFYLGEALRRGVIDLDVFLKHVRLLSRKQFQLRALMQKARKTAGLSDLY
#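 Fluorescence polarization binding of Tsg101 binding domain (10 uM final) to FITC-labeled PTAP-motif peptide (50 nM final) in HEPES pH 7.5/NaCl/Tween 20/EDTA/TCEP buffer; 20 min at r.t. Actives by curve class, <25 µM, efficacy <60% inhibition.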
# p53null 32C tox: p53 null cell cytotoxicity, permissive temperature | H1299-neo p53 null cells, ATP luminescence, 24 h, 32C | Potency, µM (titrated, usually from 46.1 µM), for the others: at the highest dose activity change, negative = cytotoxicity, usual class: cytotoxic | 0.62% of 55,000 active | AID 903;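 further: potency means the concentration at half of the fitted maximal effect; 0% = DMSO only and -100% = full killing by 100 µM tamoxifen; nearly all actives have a fitted effect of over 55% in size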
#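 H1299-neo (p53 null) cells, 600/well, treated 24 h at 32C with compound up to 46 uM; ATPlite luminescence viability, normalized to DMSO and 100 uM tamoxifen; AC50 by Hill fit.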
# GALK inh: GALK (human) enzyme inhibition; P51570; recombinant GALK, Kinase-Glo ATP luminescence, 1 h; Potency, µM (top dose mostly 57.5 µM), inactives show at the highest dose activity, negative = inhibition, hits mostly inhibitors; 44,000 tested, under 10 active; AID 1347072;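 further: plate controls were full GALK reaction for no effect and reaction lacking GALK for full effect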
# Target sequence (P51570 whole entry, looked up): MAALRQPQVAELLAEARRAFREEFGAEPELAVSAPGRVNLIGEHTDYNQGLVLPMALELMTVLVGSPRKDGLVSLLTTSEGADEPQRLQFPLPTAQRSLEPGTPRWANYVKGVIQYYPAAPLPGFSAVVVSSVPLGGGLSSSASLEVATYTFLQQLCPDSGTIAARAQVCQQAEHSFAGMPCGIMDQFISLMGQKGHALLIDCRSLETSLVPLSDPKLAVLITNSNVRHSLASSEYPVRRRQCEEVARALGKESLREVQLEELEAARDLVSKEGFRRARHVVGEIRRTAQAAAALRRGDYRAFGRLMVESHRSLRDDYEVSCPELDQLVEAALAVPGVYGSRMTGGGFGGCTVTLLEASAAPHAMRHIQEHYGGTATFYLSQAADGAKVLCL
#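 Human GALK (5 nM) was incubated with 35 uM ATP and 100 uM galactose in 20 mM HEPES pH 8.0 with MgCl2, NaCl, DTT and BSA for 1 h at room temperature. Remaining ATP was measured by Kinase-Glo Plus luminescence.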
# NTMT1 inhibitor: NTMT1 methyltransferase inhibition; Q9BV86; NTMT1 MTase-Glo SAH luminescence, purified enzyme; Potency, µM (doses to about 114 µM), for the others: at the top dose activity change, negative = inhibition, actives largely listed as inhibitors; 2.5% of 59,000 active; AID 1645870;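 further: potency means the concentration at half of the fitted maximal effect; plate controls were DMSO vehicle for no effect and no enzyme for full effect; nearly all actives have a fitted effect of over 65% in size; many of its hits are not listed in these tables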
# B2AR arrestin ag: beta-arrestin recruitment by human beta2-adrenergic receptor ligands; HTLA Tango cells, beta-arrestin recruitment, luciferase luminescence, 18 h; AID 1347077; 44,000 tested, under 10 active; P07550; Potency, µM (top dose mostly 46.1 µM), for the others: at the highest dose activation, most hits filed as activators;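 further: potency means the concentration at half of the fitted maximal effect; 0% = DMSO and full agonism = EC100 isoproterenol or metaproterenol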
#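 Tango cells (recombinant beta2-AR, beta-arrestin, tTA-driven luciferase), 1500/well in DMEM 1% FBS, treated 18 h at 37 °C with compounds up to 46 µM; luciferin mix added, luminescence read after 15 min; %activity curves fitted and curve-classed.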
# An asterisk follows results filed as active; u = inconclusive; x = no result given; [ ] = dose if it differs, or a comment. The call rests on the fitted dose curve; in most records, active means well fitted curve in the direction sought with a large enough effect; inconclusive means small, poorly fitted or top-dose-only effect, or another doubt; inactive means no such curve, though single readings can be large; an effect the other way counts as inactive or inconclusive.
SMILES,FH mod,p53null 39C tox,TSG101-PTAP inh,p53null 32C tox,GALK inh,NTMT1 inhibitor,B2AR arrestin ag
Cc1ccccc1OC(=O)CSc1nnc(-c2ccc3c(c2)OCO3)o1,-10%,5%,5%,-1%,3%,5%,-4%
Cc1cc(OCC(=O)N(Cc2ccc(N(C)C)cc2)Cc2ccco2)cc(C)c1Cl,-34%,31%[activator],-5%,16%,3%,u,-1%
COc1ccc(N2CC(NC(=O)Cc3cccs3)CC2=O)cc1 (stereo not drawn),5%,6%,-1%,-3%,-1%,4%,-3%
COc1ccc(CNc2oc(/C=C/c3cc(OC)c(OC)c(OC)c3)nc2C#N)cc1,-29%,-11%,0%,10%,2%,u,0%
Cc1ccc(CC(=O)NCc2nc(-c3ccccc3)no2)cc1,-12%,-10%,1%,-8%,7%,-5%,-1%
COc1ccccc1NC(=O)c1sc2nc(C)c(C(=O)Nc3ccc(C)cc3C)c(-c3cccs3)c2c1N,-14%,-19%,1%,6%,-5%,14%,-2%
COc1ccc(Cn2ccc3nc(C)c(C(=O)Nc4cc(C)cc(C)c4)cc3c2=O)cc1,-18%,-5%,2%,-5%,-2%,12%,1%
COc1ccc(COC(=O)C2=C(C)NC(=O)CC2c2cccc(Cl)c2Cl)cc1 (stereo not drawn),-12%,-10%,0%,-1%,3%,4%,-2%
COc1ccc2c(c1)CC(C(=O)NCCN1CCN(c3cccc(Cl)c3)CC1)CO2 (stereo not drawn),u,-15%,0%,-1%,-5%,-1%,-1%
O=C(CNC(=O)c1ccc(F)cc1)OCc1cc(=O)n2ccsc2n1,15%,-4%,-3%,-2%,0%,2%,1%
CC1=C(C(N)=O)C(c2cccc(O)c2)n2ncnc2N1 (stereo not drawn),1%,-12%,-2%,5%,-1%,5%,-1%
CCCS(=O)(=O)NCCc1sc2nc(-c3ccc(F)cc3)nn2c1C,1%,10%,4%,-5%,-5%,-2%,-3%
COc1ccc(NC(=O)Cc2coc3cc(C)cc(C)c23)c(OC)c1,5%,-19%,1%,-19%,2%,8%,1%
COc1ccc(CCNC(=O)CCCn2c(=O)c3ccccc3n(CC(=O)Nc3cc(Cl)ccc3C)c2=O)cc1OC,-4%,13µM*,3%,u,-8%,-9%,-2%
CCOC(=O)c1c(C)[nH]c(C)c1S(=O)(=O)NCC(=O)NCc1ccccc1C,-13%,-19%,-1%,2%,0%,11%,-1%
CNC(=O)C1CCC(Cn2c(=O)c3sccc3n(CC(=O)N3CCCCC3C)c2=O)CC1 (stereo not drawn),-14%,-22%,2%,-10%,0%,-12%,4%
CCOc1ccc(CCNC(=O)c2cc3c(=O)n(C)c4ccccc4c3n2C)cc1,u,-14%,0%,-6%,2%,u,1%
CCC(Cc1ccccc1)NC(=O)CN1C(=O)COc2ccc(S(=O)(=O)N3CCCCCC3)cc21 (stereo not drawn),4%,-12%,-2%,8%,0%,10%,-2%
COc1ccc(-n2nc(C(=O)NCCc3ccc(OC)c(OC)c3)c3c4ccccc4n(C)c3c2=O)cc1,-26%,6%,0%,15%,6%,u,0%
COc1cccc2cc(C(=O)Nc3ccc(F)c(F)c3)c(=O)oc12,-20%,-8%,0%,-2%,u,4%,1%
CC(=O)c1ccc(NC(=O)CCc2c(C)nc3c(c2C)c(=O)n(C)c(=O)n3C)cc1,-19%,12%,-2%,0%,1%,u,-2%
COc1cc(NC(=O)C(CC(C)C)NS(=O)(=O)c2ccc3c(c2)CCN3C(C)=O)cc(OC)c1 (stereo not drawn),1%,-3%,-2%,-7%,2%,9%,0%
COc1ccc(OC)c(CNS(=O)(=O)c2cc(-c3onc(C)c3C)ccc2C)c1,-1%,-5%,-4%,8%,1%,4%,0%
CC(C)(C)c1ccc(Oc2nc3ccccn3c(=O)c2/C=C(\C#N)c2nc3ccccc3[nH]2)cc1,-43%,2%,-3%,-2%,1%,-46%,1%
Cc1ccccc1NC(=O)CCn1nc(-c2ccccc2)c2ccccc2c1=O,-6%,18%,1%,-17%,3%,-14%,4%
CCc1ccc(C2c3c(oc4ccc(F)cc4c3=O)C(=O)N2CCc2ccc(OC)cc2)cc1 (stereo not drawn),-3%,-8%,0%,-6%,0%,10%,0%
Cc1ccc(S(=O)(=O)Nc2cc3c(C(=O)OCc4ccccc4)c(C)oc3c3ccccc23)cc1,x,19%,1%,8%,2%,x,-2%
O=C(COc1ccc(Cl)cc1Cl)Nc1cccc2cccnc12,-1%,-4%,0%,2%,7%,9%,-2%
COc1ccc(OCC(=O)Nc2ccc(C(=O)OCc3cc(=O)n4nc(C)sc4n3)cc2)cc1,-14%,-9%,3%,1%,2%,5%,1%
Cc1ccccc1C(=O)Nc1nc2c(s1)CC(C(C)(C)C)CC2 (stereo not drawn),u,-10%,11%,-10%,0%,20%,-5%
COc1ccc(CNC(=O)Cn2c(=O)oc3cc(S(=O)(=O)N4CCCC4)ccc32)cc1,-3%,-6%,1%,-10%,8%,u,-4%
Cc1ccc(S(=O)(=O)c2nnn3c2nc(N2CCOCC2)c2sccc23)cc1C,-6%,-13%,-11%,-5%,2%,6%,0%
CCN(CC)C(=O)Cn1c(=O)n(CCCCCC(=O)NCc2ccc(C)cc2)c(=O)c2sccc21,4%,-19%,0%,7%,1%,2%,0%
COc1ccc(N2CCN(S(=O)(=O)c3c(C)nc4sc(C)cn4c3=O)CC2)cc1,-2%,u,-4%,-12%,2%,-4%,0%
O=C(CSc1nc2cc(C(=O)NC3CCCC3)ccc2c(=O)n1CC1CCCO1)c1cccc(Cl)c1 (stereo not drawn),-8%,0%,-2%,7%,-4%,-9%,-1%
CCCCC(=O)Nc1ccc(OCc2cc(=O)n3c(C)csc3n2)cc1,-3%,9%,1%,u,5%,2%,-2%
COc1ccc(CCn2c3c(c(=O)[nH]c2=O)C(NC(=O)c2ccc(C(C)(C)C)cc2)(C(F)(F)F)C(=O)N3)cc1OC (stereo not drawn),1%,x,-13%,x,-2%,11%,1%
CC(C)CCNC(=O)c1cc(Sc2ccc(F)cc2F)nc2ccccc12,0%,7%,-3%,2%,-1%,-3%,-1%
Cc1ccc(OCCCn2c(-c3ccc(Cl)cc3)nc3ccccc3c2=O)c(C)c1,x,28%,0%,-4%,15%,x,1%
O=C(CSc1n[nH]c(-c2ccc(F)cc2)n1)NCCc1ccccc1,-13%,2%,0%,-6%,5%,6%,0%
COC(=O)c1ccccc1NC(=O)Cn1c(=O)n(-c2cccc(C(F)(F)F)c2)c(=O)c2c(C)c(C)sc21,14%,-6%,-12%,3%,0%,16%,1%
CCCCN(CC)C(=O)Nc1ccc2c(c1)N(C)C(=O)c1ccccc1S2,-22%,u,2%,11%,2%,7%,-4%
Cc1ccc(CNc2ncnc3c2c(-c2ccccc2)cn3-c2cccc(Cl)c2)cc1,-5%,-5%,-2%,-1%,2%,8%,-1%
COc1ccc(C(CNC(=O)COc2ccc(C)cc2)N2CCCCC2)cc1 (stereo not drawn),-3%,1%,-3%,1%,0%,-15%,0%
Cc1csc2nc(COC(=O)c3cccc(NC(=O)COc4ccccc4Cl)c3)cc(=O)n12,3%,6.3µM*,0%,u,0%,-2%,1%
Cn1c(SCc2cc(=O)c3cc(Cl)ccc3[nH]2)nnc1-c1ccccc1,3%,-11%,-2%,-9%,1%,6%,-1%
COc1ccc(NC(=O)Cn2ncc3c2-c2ccccc2OC3)cc1Cl,-19%,-18%,0%,1%,-3%,-14%,1%
Cc1nn2c(-c3cccc(NC(=O)c4ccc(Cl)cc4)c3)nnc2c2ccccc12,8%,-16%,-1%,-3%,2%,u,-2%
CCc1ccccc1NC(=O)C(C)n1nc(-c2ccc(C)c(C)c2)ccc1=O (stereo not drawn),-5%,-6%,3%,-13%,1%,u,-4%
Cc1ccc(CNc2nc3c(S(=O)(=O)c4ccccc4)nnn3c3ccsc23)cc1,-14%,-92%,-2%,2%,3%,u,0%
Cc1cccc(N(C)S(=O)(=O)c2ccc(-c3cc(C)no3)s2)c1,-15%,u,-1%,15%,4%,4%,0%
Cc1ccccc1CNC(=O)c1cnc2sc(N3CCC(C)CC3)nn2c1=O,x,1%,-5%,1%,0%,x,0%
COc1ccc(CNC(=O)CS(=O)Cc2nc(-c3ccc(OC)c(OC)c3)oc2C)cc1 (stereo not drawn),u,-7%,0%,-9%,7%,-6%,0%
CCC(=O)N1c2ccc(S(=O)(=O)CCC(=O)NCc3ccc(OC)cc3)cc2CC1C (stereo not drawn),3%,-10%,0%,6%,-4%,u,-1%

# Another view of part of the listing above:
structure | FH mod | p53null 39C tox | TSG101-PTAP inh | p53null 32C tox | GALK inh | NTMT1 inhibitor | B2AR arrestin ag
COc1ccc(NC(=O)Cc2coc3cc(C)cc(C)c23)c(OC)c1 | 5% | -19% | 1% | -19% | 2% | 8% | 1%
CCc1ccccc1NC(=O)C(C)n1nc(-c2ccc(C)c(C)c2)ccc1=O (stereo not drawn) | -5% | -6% | 3% | -13% | 1% | u | -4%
Cc1cc(OCC(=O)N(Cc2ccc(N(C)C)cc2)Cc2ccco2)cc(C)c1Cl | -34% | 31%[activator] | -5% | 16% | 3% | u | -1%
CCc1ccc(C2c3c(oc4ccc(F)cc4c3=O)C(=O)N2CCc2ccc(OC)cc2)cc1 (stereo not drawn) | -3% | -8% | 0% | -6% | 0% | 10% | 0%
COc1ccc(N2CCN(S(=O)(=O)c3c(C)nc4sc(C)cn4c3=O)CC2)cc1 | -2% | u | -4% | -12% | 2% | -4% | 0%

# This is a subset; rates above refer to the full screens.
